RGS4 inhibitor: Inhibitors of Regulator of G Protein Signaling (RGS) 4: qHTS; Regulator of G-protein signaling 4 (Homo sapiens), P49798; Transcreener GDP fluorescence polarization, RGS4-accelerated GTP hydrolysis; Potency, µM (series often up to 114 µM), without a hit: top-dose activity change, negative = inhibition, hits mostly inhibitors; actives 0.039% (n = 390,000); also: potency is read from the fitted curve at half-maximal effect; % is scaled to controls: 0 for no effect and ±100 for the full control effect; nearly all actives have a fitted effect of over 75% in size; some results filed as inactive show a strong effect at the top dose
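MLSMR compounds (23 nl, pin-transferred) preincubated 10 min at room temperature with a 500nM (2x) first reagent, then RGS4 at 900nM (2x) plus Transcreener GDP mix added; fluorescence polarization (620/688 nm) read before and after 90 min at 30 °C.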
Anesthetic bind: qHTS Assay for Identification of Novel General Anesthetics | Ferritin light chain (Equus caballus), P02791 | apoferritin/1-aminoanthracene competitive binding, fluorescence | Potency, µM (top dose mostly 77.5 µM), for the others: at the top dose activity change, negative = displacement, most hits filed as inhibitors | actives 0.074% (n = 350,000) | AID 485281, 2010; also: potency is read from the fitted curve at half-maximal effect; % is scaled to controls: 0 for no effect and ±100 for the full control effect; nearly all actives have a fitted effect of over 20% in size
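Horse-spleen apoferritin (10 uM) in 50% saturated 1-aminoanthracene in PBS was incubated 10 min at room temperature with compound. Fluorescence (ex 380, em 535 nm) was normalized to free and bound 1-AMA, with concentration-response fitted by a four-parameter Hill equation.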
APE1 inh: qHTS Assay for Inhibitors of the Human Apurinic/apyrimidinic Endonuclease 1 (APE1); DNA repair nuclease/redox regulator APEX1 (Homo sapiens), P27695; recombinant APE1, TAMRA/BHQ-2 abasic DNA cleavage fluorescence; Potency, µM (top dose mostly 65.8 µM), for inactives: at the highest dose activity change, negative = inhibition, usual class: inhibitors; actives 0.35% (n = 350,000);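 also: potency is read from the fitted curve at half-maximal effect; plate controls were vehicle for no effect and reference inhibitor for full effect; nearly all actives have a fitted effect of over 55% in size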
Target sequence (P27695 whole entry, looked up): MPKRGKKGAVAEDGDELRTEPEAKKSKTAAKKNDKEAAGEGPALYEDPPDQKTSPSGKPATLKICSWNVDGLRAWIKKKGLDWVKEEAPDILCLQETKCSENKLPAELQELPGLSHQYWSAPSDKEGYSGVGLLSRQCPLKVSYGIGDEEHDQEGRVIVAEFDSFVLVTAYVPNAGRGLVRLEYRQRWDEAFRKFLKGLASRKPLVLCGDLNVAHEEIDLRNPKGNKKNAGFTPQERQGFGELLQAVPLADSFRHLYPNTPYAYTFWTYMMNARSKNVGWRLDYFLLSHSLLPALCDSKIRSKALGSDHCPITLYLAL
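Incision of a quenched TAMRA/BHQ-2 THF abasic-site duplex (50 nM) by 0.75 nM APE1, after 15 min compound preincubation, measured as fluorescence increase over three 60 s reads. Values normalized to buffer, DMSO and NSC13755 control wells.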
POLH inh: qHTS for Inhibitors of Polymerase Eta | actives 1.2% (n = 390,000) | DNA polymerase eta (Homo sapiens), Q9Y253 | AID 588591, 2011 | Potency, µM (top dose mostly 114 µM), for the others: at the highest dose activity change, negative = inhibition, most hits filed as inhibitors | recombinant Pol eta, fluorescent DNA replication assay; also: potency is read from the fitted curve at half-maximal effect; % is scaled to controls: 0 for no effect and ±100 for the full control effect
Target sequence (Q9Y253 whole entry, looked up): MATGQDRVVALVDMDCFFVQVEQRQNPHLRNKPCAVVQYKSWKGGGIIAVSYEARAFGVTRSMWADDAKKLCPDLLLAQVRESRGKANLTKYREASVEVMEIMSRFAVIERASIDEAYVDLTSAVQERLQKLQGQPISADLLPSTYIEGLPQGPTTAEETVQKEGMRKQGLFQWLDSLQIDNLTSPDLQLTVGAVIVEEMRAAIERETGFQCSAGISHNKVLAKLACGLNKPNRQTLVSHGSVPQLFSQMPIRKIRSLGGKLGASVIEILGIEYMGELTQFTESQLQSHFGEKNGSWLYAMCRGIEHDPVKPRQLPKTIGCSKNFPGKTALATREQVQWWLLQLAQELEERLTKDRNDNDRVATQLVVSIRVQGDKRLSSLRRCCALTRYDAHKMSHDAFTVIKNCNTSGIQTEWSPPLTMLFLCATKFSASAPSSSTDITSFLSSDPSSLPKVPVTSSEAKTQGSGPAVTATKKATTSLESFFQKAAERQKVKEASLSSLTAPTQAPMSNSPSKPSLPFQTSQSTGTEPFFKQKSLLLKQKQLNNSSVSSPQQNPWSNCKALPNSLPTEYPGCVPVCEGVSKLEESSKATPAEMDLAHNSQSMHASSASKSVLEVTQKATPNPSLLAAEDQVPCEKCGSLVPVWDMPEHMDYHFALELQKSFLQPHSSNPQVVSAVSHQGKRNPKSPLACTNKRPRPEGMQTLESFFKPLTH
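Pol eta at 10 nM preincubated with compounds 15 min at room temperature; reaction started with fluorescent substrate (50 nM final) and read kinetically at 0 and 10 min.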
Pol beta inh: qHTS Assay for Inhibitors of DNA Polymerase Beta | Pol beta primer extension/strand displacement, fluorescence kinetic | Potency, µM (top dose mostly 114 µM), inactives show at the highest dose activity change, negative = inhibition, hits mostly inhibitors | actives 1.3% (n = 340,000); also: potency is read from the fitted curve at half-maximal effect; % is scaled to controls: 0 for no effect and ±100 for the full control effect
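10 nM enzyme + cpd, 15 min RT; start with substrate 50 nM final; read 0 min and after 10 min RT. Corrected, normalized data; 4-parameter Hill curve fit.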
Pol kappa inh: qHTS for Inhibitors of Polymerase Kappa | DNA polymerase kappa (Homo sapiens), Q9UBT6 | purified Pol kappa, fluorescent DNA synthesis assay, 10 min | Potency, µM (titrated, usually from 107 µM), for inactives: at the top dose activity, negative = inhibition, hits mostly inhibitors | actives 0.53% (n = 400,000); also: potency is read from the fitted curve at half-maximal effect; % is scaled to controls: 0 for no effect and ±100 for the full control effect
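10 nM Pol kappa preincubated 15 min at room temperature with compounds, then reaction started with substrate at 50 nM final. Fluorescence read kinetically at 0 and 10 min; buffer-only wells served as negative control.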
LDHA inh: qHTS assay for inhibitors of human lactate dehydrogenase; activity change, % (values are at about 110 or 230 µM); actives 0.15% (n = 480,000); AID 1347041, 2019; purified LDHA, NADH/diaphorase-resazurin fluorescence; hits give low values; in the data active = activity change below about -30%; inconclusive = mostly about -25% to -30%;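 also: plate controls were DMSO wells for no effect and wells without enzyme for full effect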
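Enzyme activity of human lactate dehydrogenase 5 (2 nM; 0.06 mM NADH, 0.2 mM pyruvate, 5 min, RT) is measured via a resazurin/diaphorase fluorescence readout of residual NADH.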
ERG-DNA inh: qHTS for Small Molecule Inhibitors of the ERG Ets/DNA interaction. Potency, µM (top dose mostly 76.9 µM), inactives show at the highest dose FP activity, negative = inhibition, actives largely listed as inhibitors. Transcriptional regulator ERG (Homo sapiens), P11308. fluorescence polarization, His-ERG Ets domain / labelled DNA. actives 0.028% (n = 370,000). AID 624246, 2012; active = well fitted inhibition curve with a large enough effect in the polarisation, with a control signal flat; inconclusive = small, poorly fitted or top-dose-only effect, or effect the other way, or a change in a side signal; inactive = no such curve, though single readings can be large or run the other way; the % refers to the polarisation;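 also: polarization taken with two DNA probes labelled with fluorescein and Texas red; potency is read from the fitted curve at half-maximal effect; % of control where 0% means no effect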
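His-tagged ERG Ets domain (1 uM in the protein solution; 300mM KCl, 50mM Tris-HCl, 1mM EDTA, 1mM DTT, pH 7.5) received compound, then a probe mix of 5 nM fluorescein-DNA and 100nM Texas-615-DNA. Fluorescence polarization was read for both dyes.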
12-LOX inh: Primary qHTS assay for inhibitors of human arachidonate 12S-lipoxygenase (ALOX12): Round 2 | Polyunsaturated fatty acid lipoxygenase ALOX12 (Homo sapiens), P18054 | purified 12hLO, xylenol orange hydroperoxide absorbance | Potency, µM (highest dose often 108 µM), without a hit: at the highest dose activity change, negative = inhibition, actives largely listed as inhibitors | actives 1.1% (n = 580,000); also: potency is read from the fitted curve at half-maximal effect; % is scaled to controls: 0 for no effect and ±100 for the full control effect
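Purified human 12hLO (150 nM final) in 25 mM Hepes, 0.01% Triton X-100, pH 7.0 was preincubated 15 min at room temperature with compound. Then 40 uM arachidonic acid was added, 30 min. Hydroperoxide was read by Fe-XO absorbance ratio 573/405 nm.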
Active calls of the source: *; ? = inconclusive; . = not tested or not shown; & = joins results of further samples; [ ] = dose if it differs, or a comment. Unless noted, calls follow the shape of the dose curve; as a rule, active = well fitted curve in the direction sought with a large enough effect; inconclusive = small, poorly fitted or top-dose-only effect, or another doubt; inactive = no such curve, though single readings can be large; an effect the other way counts as inactive or inconclusive.

Values run as follows: APE1 inh	Pol beta inh	RGS4 inhibitor	POLH inh	ERG-DNA inh	LDHA inh	Pol kappa inh	Anesthetic bind	12-LOX inh
N#Cc1ccc(C23CC4(C2)[C@H](CN(Cc2ccc(-c5ccccc5)cc2)[C@@H]4c2ccccc2)C3c2ccccc2)cc1 (some centres undefined)
 : -5%&-1%	15%	-6%	-19%	0%	-4	-6%	0%&-3%	-7%
CC(=O)c1cccc(OCC(O)CNCC2CCCCC2)c1 (centres undefined)
 : -12%	5%	12%	-12%	-11%	-12	-9%	2%	?
Cc1ccc(F)cc1NC(=O)CSc1n[nH]c(N)n1
 : 8%	.	-11%	-22%	13%	-3	4%	.	1%
CC(/C=C/c1ccco1)=N/NC(=O)OC(C)(C)C
 : -5%	5%	?	-7%	2%	5	1%	-11%	-5%
C=CCc1c(Cl)nc(C)nc1NCc1ccccc1
 : -11%	-3%	3%	-16%	-11%	-2	-3%	-18%	11%
Cc1ccc(Nc2ccc(N3CCN(c4ccc([N+](=O)[O-])cc4)CC3)nn2)cc1
 : -1%	17%	2%	-20%	7%	-1	5%	-8%	-8%
Cc1ccc(C)c(S(=O)(=O)NCC(c2ccco2)S(=O)(=O)c2ccc(F)cc2)c1 (centres undefined)
 : .	-1%	-23%	-29%	0%	2	-4%[60.1 µM]	148%[activator]	-25%
O=C(CSc1nc2c([nH]c3ccccc32)c(=O)n1-c1ccc(F)cc1)NCc1ccccc1
 : .	41%	1%	4%	-1%	-1	0%[60.1 µM]	1%	-19%
CCOc1ccc(Br)cc1S(=O)(=O)Nc1ccc(Cl)c(S(=O)(=O)N(CC)c2ccccc2)c1
 : 5%	13%	-16%	-27%	-11%	0	-24%	-4%	-26%
O=C(c1ccccc1)c1ccc(N2CCOCC2)c(F)c1
 : 1%	-2%	1%	5%	10%	0	1%	-18%	-8%
CCOC(=O)Nc1cc(OCC)c(NC(=O)C2CC2)cc1OCC
 : 3%	1%	11%	1%	.	10	-3%	-5%	19%
COc1ccc(-c2nonc2NC(=O)c2oc3ccc(F)cc3c2C)cc1OC
 : 74%[activator]	1%	0%	-11%	-2%	-17&-1	-6%	-8%	-7%&17%
O=S(=O)(c1ccccc1F)N1CCN(Cc2nc3ccccc3[nH]2)CC1
 : -3%	-1%	34%	10%	.	-17	-5%	-3%	?
O=C(O)c1ccc(/C=N/N2CCN(c3ccccc3)CC2)cc1
 : 10%	?	15%	-4%	-4%	-1	-8%	-1%	0%
O=C(Cc1ccc(NC(=O)C2CCN(C(=O)c3ccccc3)CC2)cc1)Nc1cccc(C(=O)N2CCCC2)c1
 : .	.	-1%	-7%	3%	-1	7%	.	?
C=CCc1ccc2oc(C(=O)OCC)cc(=O)c2c1O
 : -1%	-8%	-1%	-18%	-3%	-1	-8%	-10%	0%
CCOc1ccccc1/C=C/c1nc2ccccc2[nH]c1=O
 : -9%	-10%	-79%[56.9 µM]	-1%	12%	-2	-15%	307%[activator]	?
CCC(=O)Nc1ccccc1C(=O)OCc1cc(=O)n2cc(C)sc2n1
 : .	19%	-2%	-16%	-1%	-1	1%[60.1 µM]	-12%	-15%
Cc1cc(NC(=O)c2ccc(Cn3nc(C)c(Br)c3C)o2)no1
 : -4%	20%	0%	-19%	.	-9	-9%	-5%	2%
O=C(O)CCCNC(=O)Cc1ccccc1
 : -1%	3%	-5%[56.9 µM]	-13%	-12%	-1	2%	-3%	-3%
O=C(NCc1ccc2c(c1)OCO2)c1cc2c(s1)CS(=O)(=O)C2
 : -5%	28%	1%	-4%	5%	4	-2%	6%	4%
CSc1ccc(S(=O)(=O)NC(C)c2ccccc2)cc1 (centres undefined)
 : -5%	-16%	24%	-3%	4%	-6	-10%	-19%	-16%
Cc1ccc(C(=O)NCCCN2CCN(CCCNC(=O)c3ccc(C)cc3)CC2)cc1
 : .	.	24%	-18%	-14%	-1	-3%	.	-7%
Cc1ccccc1NS(=O)(=O)c1ccc(C(=O)N2CCCCCC2)cc1
 : 4%	.	10%	-5%	14%	-4	-1%	.	-14%
Nn1c(SCC(=O)N2CCCc3ccccc32)nncc1=O
 : 4%	13%	16%	-8%	-4%	-4	-10%	?	276%[activator]
CCCCC[C@H](O)/C=C/[C@@H]1[C@@H](C/C=C\CCCC(=O)O)[C@H](O)C[C@H]1O
 : 4%&-3%	.	?	.	.	.	6%[19.4 µM]	2%	.
O=C(CCN1C(=O)/C(=C\c2ccccc2)SC1=S)NNC(=O)c1ccccc1O
 : 27%	20%	-40%	-3%	105%[activator]	-6	-4%	7%	-1%
COc1ccccc1CNC(=O)CN1C(=O)CCCc2ccccc21
 : .	-26%	-8%	-9%	4%	0	-10%	-7%	-9%
CC1CN(Cc2ccco2)C(=S)NC1=O (centres undefined)
 : .	.	4%	-2%	-10%	-6	-13%	.	-17%
Cc1cc(C)c2c(c1)/C(=c1/sc3n(c1=O)CN(c1ccccc1)CN=3)C(=O)N2
 : ?	?	-25%	-16%	-9%	-3	-14%	2%	0%

Random excerpt: 2 entries already listed, in no set order.
Values run as follows: APE1 inh	Pol beta inh	RGS4 inhibitor	POLH inh	ERG-DNA inh	LDHA inh	Pol kappa inh	Anesthetic bind	12-LOX inh
C=CCc1ccc2oc(C(=O)OCC)cc(=O)c2c1O
 : -1%	-8%	-1%	-18%	-3%	-1	-8%	-10%	0%
CC(/C=C/c1ccco1)=N/NC(=O)OC(C)(C)C
 : -5%	5%	?	-7%	2%	5	1%	-11%	-5%

The listing picks up, repeating the two entries before the break.
Values run as follows: APE1 inh	Pol beta inh	RGS4 inhibitor	POLH inh	ERG-DNA inh	LDHA inh	Pol kappa inh	Anesthetic bind	12-LOX inh
CC1CN(Cc2ccco2)C(=S)NC1=O (centres undefined)
 : .	.	4%	-2%	-10%	-6	-13%	.	-17%
Cc1cc(C)c2c(c1)/C(=c1/sc3n(c1=O)CN(c1ccccc1)CN=3)C(=O)N2
 : ?	?	-25%	-16%	-9%	-3	-14%	2%	0%
Cc1ccc(C(=O)NC2(C(Cl)Cl)N=C(c3ccccc3)N=C2N)cc1 (centres undefined)
 : -10%	19%	42%	1%	5%	0	-12%	-6%	-5%
COc1cc(C(=O)Nc2ccc3nc(N4CCN(C)CC4)cc(C)c3c2)cc(OC)c1OC
 : -23%	?	16%	-27%	-7%	-3	-20%[60.1 µM]	-5%	0%
CC(C)C(NC(=O)C(C)N1C(=O)c2ccccc2C1=O)c1ccccc1 (centres undefined)
 : 15%	?	-4%[56.9 µM]	15%	-14%	-14	-1%	-7%	7%
CCCOc1ccccc1C(=O)NCCCC(=O)O
 : -2%	0%	31%	-12%	-3%	2	1%	-6%	-22%
Fc1cccc(C2NC(=S)NC3=C2N2CCC3CC2)c1 (centres undefined)
 : 2%	49%	3%	5%	4%	-3	-6%	-9%	?
O=C(NNC(=O)c1cccc(S(=O)(=O)N2CCN(c3ccccc3)CC2)c1)c1ccc(Cl)cc1
 : 0%	-11%	15%	-19%	5%	-9	9%	-12%	6%
Cc1cc(C(=O)N/N=C/c2cccnc2)c2ccccc2n1
 : 24%	14%	?	-19%	-16%	-9	1%	-1%	14%
Cc1cc(NC(=O)COC(=O)C2CCCN2C(=O)c2cccs2)no1 (centres undefined)
 : -2%	?	-4%	-1%	4%	2	-2%	1%	3%
Cc1cc(O)c2c(C)c(CC(=O)NCc3ccccc3Cl)c(=O)oc2c1
 : .	-1%	5%	-15%	-3%	-7	2%	-4%	-22%
COc1ccc(OC)c2c(N3CC(C)OC(C)C3)cc(C(F)(F)F)nc12 (centres undefined)
 : -5%	15%	32%	4%	0%	14	0%	-21%	0%
CCOC(=O)C1CCN(CCC(=O)Nc2ccc(C)cc2)CC1
 : 0%	-27%	-12%	-16%	-7%	0	11%	-7%	-7%
CCn1c(=O)c([N+](=O)[O-])c(N2CCN(Cc3ccc4c(c3)OCO4)CC2)c2ccccc21
 : -2%	26%	-6%	1%	8%	-4	-16%	-8%	65%[activator]
Cc1ccc(N(CC(=O)NCc2ccc(F)cc2)S(=O)(=O)c2cccs2)cc1
 : 12%	19%	-1%	-10%	.	-8	-2%	-9%	-22%

Assay outcomes as filed in PubChem BioAssay.

An excerpt; count on the stated rates, not on these rows.
